Tau fibril FP: tau fibrillization inhibition (FP); K18 P301L tau heparin fibrillization, Alexa594 FP, 6 h; Potency, µM (doses to about 57.7 µM), inactives show at the top dose activity, negative = inhibition, most hits filed as inhibitors; 0.39% of 280,000 active; AID 1468; also: nearly all actives have a fitted effect of over 55% in size
Target sequence (P10636 561-689 P618L limits assumed): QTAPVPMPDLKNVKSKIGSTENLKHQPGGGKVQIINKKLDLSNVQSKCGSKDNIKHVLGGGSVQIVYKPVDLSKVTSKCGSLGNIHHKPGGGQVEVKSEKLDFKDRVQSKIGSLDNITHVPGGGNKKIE
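Quantitative HTS format: compounds meet 15 uM recombinant K18 P301L tau and Alexa 594-tau tracer in 100 mM sodium acetate pH 7; 20 uM heparin triggers fibrillization at 37 C over 6 hr; FP gives the signal.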
TRb SRC2 PPI: inhibitors of human thyroid hormone receptor beta-SRC2 interaction; TRbeta-SRC2 peptide binding, fluorescence polarization; receptor liganded with 1 µM T3; Potency, µM (highest dose often 106 µM), without a hit: at the highest dose activity change, negative = inhibition, usual class: inhibitors; 0.065% of 280,000 active;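 also: plate controls were bound peptide for no effect and peptide without receptor for full effect; nearly all actives have a fitted effect of over 50% in size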
Target sequence (P10828 whole entry, looked up): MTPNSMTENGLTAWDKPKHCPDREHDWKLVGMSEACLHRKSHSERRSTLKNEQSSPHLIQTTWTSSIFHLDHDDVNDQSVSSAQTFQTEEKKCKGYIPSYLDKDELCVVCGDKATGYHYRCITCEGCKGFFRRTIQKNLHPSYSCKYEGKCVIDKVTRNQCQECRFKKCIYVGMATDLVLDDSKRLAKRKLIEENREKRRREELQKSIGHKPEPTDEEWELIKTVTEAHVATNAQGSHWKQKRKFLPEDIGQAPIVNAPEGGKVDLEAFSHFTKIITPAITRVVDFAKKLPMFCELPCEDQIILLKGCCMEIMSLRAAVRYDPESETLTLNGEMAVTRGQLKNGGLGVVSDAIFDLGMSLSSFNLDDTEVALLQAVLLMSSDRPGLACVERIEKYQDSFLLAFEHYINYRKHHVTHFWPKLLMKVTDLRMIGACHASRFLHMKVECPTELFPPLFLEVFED
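Assay buffer: 20 mM Tris-HCl, 100 mM NaCl, 10% glycerol, 1 mM EDTA, 0.01% NP-40, 1 mM DTT, 1 uM T3, 5% DMSO; TRb LBD 0.6 uM, Texas Red SRC2 20 nM; FP after 5 hr.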
TR SRC2 fluor cs: counter-screen for TRb-SRC2 inhibitors: fluorescence interference. Potency, µM (series often up to 106 µM), for inactives: at the top dose fluorescence change, negative = quenching. TRb/SRC2 Texas Red total fluorescence interference. 0.29% of 280,000 active; active = well fitted curve in either direction with a large enough effect; inconclusive = small, poorly fitted or top-dose-only effect
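Flags fluorescent or light-absorbing compounds by total fluorescence, S + 2P, at 555 nm excitation and 632 nm emission. Mixture: 20 nM Texas Red SRC2 peptide, 0.6 uM human TRb LBD, 1 uM T3, 5% DMSO; compound exposure 5 h at ambient temperature.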
L3MBTL1 block: blocks human L3MBTL1 | Q9Y468 | AlphaScreen L3MBTL1–H3K9me1 peptide binding | Potency, µM (highest dose often 57.1 µM), without a hit: at the highest dose activity, negative = inhibition, hits mostly inhibitors | 0.66% of 230,000 active; also: nearly all actives have a fitted effect of over 60% in size
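AlphaScreen assay: L3MBTL1 (50 nM final) was preincubated 30 min at room temperature with biotinylated H3(1-15)K9me1 peptide (75 nM final), then 30 min with library compounds; streptavidin donor and nickel chelate acceptor beads (10 ug/mL final) added, 30 min dark.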
Tau ThT inhib: tau fibrillization inhibition (ThT binding). AID 1460. 2.1% of 270,000 active. P10636. recombinant tau K18 P301L, heparin-induced fibrillization, ThT fluorescence. Potency, µM (highest dose often 57.4 µM), without a hit: at the highest dose activity, negative = inhibition, most hits filed as inhibitors; also: nearly all actives have a fitted effect of over 55% in size
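K18 P301L tau (15 uM + 0.24 uM Alexa 594-tagged), heparin 20 uM, NaOAc pH 7, 6 h 37 C; ThT 30 uM, 1 h RT, ex 450/em 510 nm.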
Tau fluor cs: counter-screen for tau fibril formation inhibitors; AID 1463; Potency, µM (series often up to 57.7 µM), for the others: at the highest dose activity change, negative = decrease; 0.93% of 280,000 active; tau K18 P301L (four-repeat tau fragment) Alexa594 fluorescence, heparin fibrillization; also: nearly all actives have a fitted effect of over 55% in size
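Human K18 P301L tau (15 uM unlabeled plus 0.24 uM Alexa 594-labeled, final) in 100 mM sodium acetate pH 7 was mixed with compound and 20 uM heparin and incubated 6 hr at 37 C.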
ALDH1A1 inh: blocks purified human ALDH1A1 activity. 7.3% of 220,000 active. Purified ALDH1A1, NADH fluorescence, propionaldehyde substrate. Potency, µM (titrated, usually from 75.3 µM), without a hit: at the top dose activity, negative = inhibition, usual class: inhibitors. P00352; active = well fitted inhibition curve with a large enough effect, not every such curve was filed as active; inconclusive = small, poorly fitted or top-dose-only effect, or another doubt; inactive = no such curve, though single readings can be large or run the other way;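 also: plate controls were no enzyme wells and a reference inhibitor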
GLA spleen mod: inhibits or activates alpha-galactosidase in human spleen homogenate; human spleen homogenate, 4MU-alpha-Gal fluorescence, 40 min; Potency, µM (top dose mostly 80 µM), for inactives: top-dose activity change, negative = inhibition, most hits filed as inhibitors; 0.008% of 240,000 active;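 also: 0% = enzyme with vehicle and -100% = no enzyme basal signal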
Target sequence (P06280 32-429 limits assumed): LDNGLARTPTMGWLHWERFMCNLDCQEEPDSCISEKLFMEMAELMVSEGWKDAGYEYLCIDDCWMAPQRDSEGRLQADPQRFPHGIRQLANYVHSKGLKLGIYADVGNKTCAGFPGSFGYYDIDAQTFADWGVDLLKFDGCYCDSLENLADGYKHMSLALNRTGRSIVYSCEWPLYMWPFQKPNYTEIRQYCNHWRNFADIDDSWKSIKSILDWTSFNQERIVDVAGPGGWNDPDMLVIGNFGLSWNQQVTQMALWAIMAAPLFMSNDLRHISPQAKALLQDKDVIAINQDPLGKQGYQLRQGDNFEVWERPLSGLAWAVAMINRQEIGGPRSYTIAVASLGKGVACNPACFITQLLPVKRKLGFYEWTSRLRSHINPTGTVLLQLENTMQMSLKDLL
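Fluorogenic readout (Ex 365/Em 440 nm) of 4-methylumbelliferone released from 1 mM 4-MU-alpha-galactoside by spleen homogenate, 40 min at 37C, pH 5.0. Data normalized to no-enzyme and enzyme controls; Hill-equation AC50 from compound titrations.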
An asterisk follows results filed as active; u = inconclusive; x = no result given; [ ] = another dose, or the depositor's remark. Unless noted, calls follow the shape of the dose curve; as a rule, active = well fitted curve in the direction sought with a large enough effect; inconclusive = small, poorly fitted or top-dose-only effect, or another doubt; inactive = no such curve, though single readings can be large; an effect the other way counts as inactive or inconclusive. Unless noted, % is scaled to controls: 0 for no effect and ±100 for the full control effect; potency is read from the fitted curve at half-maximal effect.

SMILES	Tau fibril FP	TRb SRC2 PPI	TR SRC2 fluor cs	L3MBTL1 block	Tau ThT inhib	Tau fluor cs	ALDH1A1 inh	GLA spleen mod
Cc1cccc(N2CCN(S(=O)(=O)c3ccc4c(c3)n(C)c(=O)c(=O)n4C)CC2C)c1 (stereo unspecified)	-0.6%	-14.1%	-1.2%	-2.0%	4.3%	5.8%	-10.4%	4.9%
CCOc1ccc(S(=O)(=O)N(CC(=O)N2CCc3ccccc32)Cc2ccco2)cc1	3.6%	-12.2%	0.5%	-5.9%	-7.2%	-10.2%	u	-4.5%
CCN(CC)S(=O)(=O)c1ccc(N2CCOCC2)c(NS(=O)(=O)c2ccc(C(C)C)cc2)c1	-1.4%	5.0%	-0.8%	9.0%	-4.0%	-3.9%	-1.5%	1.1%
CN1C/C(=C/c2cccnc2)C(=O)/C(=C/c2cccnc2)C1	u	2.5%	1.6%	-0.9%	u	-6.2%	0.7%	-2.7%
CCOc1ccc(CNCCSc2nnnn2C)cc1	-2.8%	1.1%	2.4%	x	-2.1%	-2.7%	x	x
CC(C)n1c(N2CCN(C(=O)Nc3ccc(Cl)cc3)CC2)nc2ccccc21	-13.0%	3.5%	-0.4%	-4.0%	-5.3%	-16.3%	5.4%	-4.1%
O=C(N/N=C\c1cc(Br)cs1)c1ccncc1	-4.9%	-2.4%	-8.9%	2.9%	-8.4%	-8.8%	x	1.0%
C[C@H](NC(=O)NC1CCCc2ccccc21)C(=O)O (stereo partly specified)	-5.5%	-4.0%	-0.5%	1.3%	2.3%	-0.2%	13.0%	10.0%
Cc1ccc(-n2ncc3c(NCCCN4CCOCC4)ncnc32)cc1	-7.3%	0.2%	0.0%	x	-1.3%	1.2%	x	x
O=C(Cn1c(=O)n(Cc2ccco2)c(=O)c2ccccc21)Nc1ccc(Cl)cc1Cl	-18.6%	-0.4%	-5.4%	x	1.4%	5.7%	x	x
Nc1c(C(=O)c2ccccc2)sc2nsc(SCCN3CCOCC3)c12	8.7%	-9.4%	-0.2%	50.4%[activator]	u	-20.4%	x	1.2%
O=[N+]([O-])c1cc(-c2nc(-c3ccccc3)no2)ccc1NCc1cccnc1	-1.2%	-1.6%	-2.3%	x	-17.6%	-13.2%	x	x
Nc1c(S(=O)(=O)c2cccs2)c2nc3ccccc3nc2n1Cc1cccs1	u	4.9%	5.3%	9.4%	8.3%	-15.7%	u	u
O=C1CC(c2nc3ccccc3n2Cc2c(F)cccc2Cl)CN1c1cccc(C(F)(F)F)c1 (stereo unspecified)	-6.0%	3.9%	-4.5%	x	-12.9%	-26.0%	x	x
CCC(=O)N1CCCc2cc(S(=O)(=O)N3CCC(C(=O)NC4CCC(C)CC4)CC3)ccc21 (stereo unspecified)	-8.1%	1.3%	-2.2%	x	-8.3%	-15.0%	x	x
CC(=O)N1CCN(C(=O)COc2ccccc2C(=O)Nc2ccccc2)CC1	-3.5%	7.4%	0.6%	0.6%	-4.1%	-6.2%	-5.2%	-5.5%
COC(=O)C1C2C=CC(C3CC23)C1C(=O)OCC(=O)c1ccccc1 (stereo unspecified)	4.8%	6.9%	5.1%	1.1%	-3.6%	-2.7%	-17.9%	7.7%
CCOC(=O)c1ccc(NC(=O)c2cc(=O)c3cc(CC)ccc3o2)cc1	-4.3%	-2.2%	-8.3%	x	-10.8%	-9.2%	x	x
CN(NC(=O)c1ccco1)c1nc2ccccc2nc1C(F)(F)F	0.1%	-2.0%	1.1%	7.8%	0.1%	-2.5%	-6.2%	-3.7%
Cc1ccc(NS(=O)(=O)c2ccc3c(c2)CC(C)N3C(=O)C2CCC2)cc1Cl (stereo unspecified)	-10.0%	0.2%	-12.0%	x	1.1%	-27.7%	x	x
Cc1cc(C)n(C(C)CC(=O)Nc2cccc(C(F)(F)F)c2)n1 (stereo unspecified)	-5.1%	3.7%	-5.8%	x	0.9%	-10.4%	x	x
CCc1nn2c(-c3ccccc3OC)ccnc2c1-c1ccc(F)cc1	-10.7%	-9.3%	8.91µM*[quencher]	x	u	u	x	x
O=C(NC(NCc1cccnc1)C(Cl)(Cl)Cl)c1cccc2ccccc12 (stereo unspecified)	7.0%	-13.4%	1.0%	1.3%	-2.4%	-5.0%	5.7%	-7.3%
CCC1C(=O)NCCN1C(=O)c1ccccc1OC1CCN(S(C)(=O)=O)CC1 (stereo unspecified)	5.1%	0.4%	-1.4%	-10.1%	2.3%	2.7%	-8.5%	3.3%
Cc1ccc(C(=O)N/N=C\c2ccc[nH]2)cc1[N+](=O)[O-]	3.4%	-17.5%	-3.8%	-3.2%	u	-16.1%	-1.8%	-5.6%
CCCc1nc2ccc(NC(=O)NCCC(=O)OCC)cc2c(=O)n1Cc1ccc(Cl)cc1	u	-4.1%	1.4%	3.7%	-2.6%	u	-9.0%	-1.5%
COc1ccc2cc(/C=N/NC(=O)c3c(Cl)cnn3C)c(Cl)nc2c1	0.0%	0.2%	u	-1.6%	-5.4%	1.5%	u	-1.9%
CC(C)[C@H](NS(=O)(=O)c1ccc2c(c1)OCCO2)C(=O)OCC(=O)Nc1ccccc1Cl	-1.9%	10.4%	1.1%	4.5%	-2.5%	-13.9%	-12.4%	8.6%
O=C(Nc1ccccc1F)c1c[nH]c(=O)[nH]c1=O	1.0%	-8.5%	-1.5%	-1.1%	-9.1%	-20.2%	4.0%	-8.1%
C=CCn1c(-c2ccc(Cl)cc2)c[nH]c1=S	-2.6%	-4.5%	0.6%	-5.1%	-10.8%	-0.8%	1.41µM*	4.1%
CCCCC(CC)CNC(=O)C1CCCN(S(=O)(=O)c2cnc[nH]2)C1 (stereo unspecified)	-3.7%	-3.3%	0.7%	1.0%	-1.8%	0.2%	12.6%	-5.3%
CCOc1ccccc1N1CCN(C(=O)Nc2ccc(Cl)c(Cl)c2)CC1	10.0%	-17.5%[53 µM]	-0.2%[53 µM]	6.2%	-14.3%	u	-4.0%	6.3%
CCOC(=O)N1CCN(C(=O)Cc2ccsc2)CC1	0.7%	-5.6%	-0.6%	-0.2%	-3.4%	-1.9%	3.7%	6.4%
Cc1c2cnn(CC(=O)NCc3ccc(F)cc3)c(=O)c2c(C)n1Cc1ccccc1Cl	-1.9%	4.3%	0.8%	x	-1.3%	-10.9%	x	x
C=CCSc1nnc2c(n1)OC(c1cccnc1)Nc1ccccc1-2 (stereo unspecified)	1.2%	-22.1%	-1.3%	1.0%	-7.5%	2.0%	-3.5%	1.3%
OCC1(CCc2ccccc2)CCN(Cc2ccc3nsnc3c2)CC1	5.7%	-1.6%[53 µM]	0.6%[53 µM]	-0.7%	-8.6%	-8.0%	8.91µM*	6.0%

Entries shown so far containing an aryl thioether with sulfur outside any ring, in the order listed:
SMILES	Tau fibril FP	TRb SRC2 PPI	TR SRC2 fluor cs	L3MBTL1 block	Tau ThT inhib	Tau fluor cs	ALDH1A1 inh	GLA spleen mod
CCOc1ccc(CNCCSc2nnnn2C)cc1	-2.8%	1.1%	2.4%	x	-2.1%	-2.7%	x	x
Nc1c(C(=O)c2ccccc2)sc2nsc(SCCN3CCOCC3)c12	8.7%	-9.4%	-0.2%	50.4%[activator]	u	-20.4%	x	1.2%
C=CCSc1nnc2c(n1)OC(c1cccnc1)Nc1ccccc1-2 (stereo unspecified)	1.2%	-22.1%	-1.3%	1.0%	-7.5%	2.0%	-3.5%	1.3%

New compounds follow
SMILES	Tau fibril FP	TRb SRC2 PPI	TR SRC2 fluor cs	L3MBTL1 block	Tau ThT inhib	Tau fluor cs	ALDH1A1 inh	GLA spleen mod
Cc1ccc2c(c1)C(c1ccc(F)cc1)N(C(=O)C1CC1)CC(=O)N2 (stereo unspecified)	-10.0%	5.7%	1.4%	-4.8%	1.1%	-3.1%	1.8%	-9.8%
CCCCNC(=O)c1ccc2c(c1)ncn2C1CCCC1	4.4%	3.9%	-1.0%	x	-0.8%	1.6%	-4.9%	6.2%
CCS(=O)(=O)c1nc(S(=O)(=O)c2ccc(C)cc2)c(NCCCN(C)C)s1	-11.2%	-6.9%	-2.6%	x	-13.7%	-17.8%	u	-3.4%
CN(C(=O)Cn1cc(C(F)(F)F)ccc1=O)c1c(N)n(Cc2ccccc2)c(=O)[nH]c1=O	10.1%	-6.8%	-1.4%	9.6%	-3.5%	-2.6%	x	-7.2%
COc1ccc(NC(=S)Nc2cc(C)ccn2)c(OC)c1	6.8%	-1.8%	-3.2%	0.6%	-8.4%	-6.6%	3.7%	-7.9%
O=C(CSCc1ccc(Cl)cc1)Nc1ccc(S(=O)(=O)N2CCOCC2)cc1	u	-6.8%	0.6%	1.7%	3.0%	u	-14.2%	6.9%
CNC(=O)c1ccc(NC(=O)c2cccc(C(F)(F)F)c2)cc1	3.6%	-5.1%	0.0%	2.2%	1.2%	6.7%	2.1%	-0.7%
O=C(COC(=O)c1ccccc1NC(=O)c1ccco1)NC1CCCCC1	2.6%	-1.3%	2.8%	x	-14.8%	-12.7%	u	6.0%
O=[N+]([O-])c1cc(C(F)(F)F)ccc1Sc1ccc2ccccc2n1	-7.4%	4.6%	-2.1%	-25.5%	-11.9%	u	u	-5.5%
N#Cc1ccc(-c2ccccc2)nc1SCC(=O)c1cc2ccccc2oc1=O	7.9%	-14.6%	2.5%	-2.7%	u	u	u	5.5%
O=C1C=C(N2CCN(C(=O)c3ccccc3)CC2)C2(CCCCC2)O1	1.6%	4.2%	-0.2%	-1.1%	-1.2%	3.4%	u	4.6%
CC(C)(Oc1ccc(Cl)cc1)C(=O)Nc1cccnc1	-5.6%	-10.4%	-2.3%	1.8%	-0.5%	-2.4%	1.4%	-3.9%
O=C(Nc1ccccc1Cl)c1cccs1	0.2%	-10.9%	1.6%	7.8%	-3.9%	1.4%	7.2%	1.2%
COc1ccc(C2=NOC(C(=O)N3CCCc4ccccc43)C2)cc1 (stereo unspecified)	-4.9%	-6.8%	-1.3%	-5.6%	-6.0%	-11.1%	12.6µM*	1.7%
CSc1ccccc1-c1nnc(NC(=O)c2ccc3c(c2)OCCO3)o1	-8.6%	-3.9%	-1.9%	x	u	-1.2%	x	x

Screening results: PubChem BioAssay, National Center for Advancing Translational Sciences (NCATS)
